# From PubChem BioAssay
# ANO1 block: mouse TMEM16A channel inhibition, primary screen | HEK293 TMEM16A/YFP iodide influx fluorescence, ionomycin | 310,000 compounds, 1.2% hits | AID 588511 | normalized B-score (activity score, 25-100; higher = stronger inhibition) at 10 µM;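 active = ratio plate-corrected score three or more library SD toward inhibition, starting fluorescence score within five deviations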;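 note: score derived from kinetic fluorescence span divided by baseline fluorescence per well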
# hERG protect: compounds protecting human hERG from proarrhythmic drug block; Q12809; CHO-hERG, FluxOR thallium flux, dofetilide IC70 present; activation (rescue from dofetilide block), less the hit threshold, % at 10 µM; 310,000 compounds, 0.51% hits;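 active = activation above the mean of controls blocked by dofetilide plus 5 SD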;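 note: thallium influx through hERG after potassium depolarization seen as dye fluorescence rise; in these data hits start at about 4.7%; inactives centre near -7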
# RGS4 block: inhibitors of human RGS4 | P49798 | HEK293 M3R/RGS4 inducible, Fluo-4 calcium flux; stronger effect = higher value; triggered by carbachol at its EC20 | B-score at 10 µM | 310,000 compounds, 0.45% hits;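 active = B-score, a plate-corrected calcium signal, over three deviations above library mean, with baseline fluorescence within five deviations of library mean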;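 note: RGS4 expression induced by doxycycline in cells with stable M3 receptor; B-score is computed from the integrated fluorescence ratio over baseline after carbachol; higher B-score means a larger calcium signal and so more RGS4 inhibition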
# Target sequence (P49798 whole entry, looked up): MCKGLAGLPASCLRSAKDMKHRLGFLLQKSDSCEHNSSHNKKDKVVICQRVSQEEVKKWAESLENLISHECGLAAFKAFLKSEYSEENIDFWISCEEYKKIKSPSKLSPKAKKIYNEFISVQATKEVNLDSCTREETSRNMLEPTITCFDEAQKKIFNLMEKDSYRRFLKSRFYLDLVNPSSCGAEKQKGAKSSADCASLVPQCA
# KCNQ1 inh: blocks the human KCNQ1 potassium channel | P51787 | CHO-K1 KCNQ1, FluxOR thallium flux fluorescence; stronger effect = higher value | B-score at 10 µM | 310,000 compounds, 1.3% hits | AID 2642;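 active = compounds whose thallium flux B-score, printed positive for inhibition, exceeds three library SD while starting fluorescence stays within three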;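 note: channel opened by potassium depolarization with thallium stimulus after 20 min compound exposure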
# KCNQ1 act: potentiators or activators of human KCNQ1 potassium channel; P51787; CHO-K1 KCNQ1, thallium flux FluxOR fluorescence; stronger effect = higher value; B-score at 10 µM; 310,000 compounds, 0.35% hits;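 active = fluorescence ratio B-score, a plate-corrected score, at least three library SD, with initial intensity B-score within 5 SD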
#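 Assay system: CHO-K1 cells stably expressing KCNQ1; Medium: assay buffer with matched DMSO; Also added: K+/Tl+ depolarizing stimulus; Dosing: single dose; Timing: dye 90 min, compound 20 min, room temperature; Measured by: kinetic FluxOR thallium fluorescence, 10-s 1-Hz baseline, 110-s post-stimulus read; Read-out: peak-minus-minimum fluorescence over initial fluorescence, negative-control normalized, B-scored.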
# HDAC3 inhib: inhibitors of human histone deacetylase 3 | O15379 | recombinant HDAC3, fluorogenic peptide/trypsin coupled, fluorescence | inhibition, % at 8.3 µM | 320,000 compounds, 0.15% hits; in the data active = inhibition above about 26%, passing the limit was not always enough
# KCNK9 block: blocks the human KCNK9 two-pore domain potassium channel; HEK293 KCNK9, FluxOR thallium flux fluorescence; stronger effect = lower value; B-score at 10 µM; 310,000 compounds, 1.2% hits; AID 488922;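 active = ratio B-score over 3 SD below the library mean, with starting fluorescence within 5 SD of its mean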;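 note: negative B-score means less thallium flux so channel inhibition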
# Target sequence (Q9NPC2 whole entry, looked up, the tested form may be a part): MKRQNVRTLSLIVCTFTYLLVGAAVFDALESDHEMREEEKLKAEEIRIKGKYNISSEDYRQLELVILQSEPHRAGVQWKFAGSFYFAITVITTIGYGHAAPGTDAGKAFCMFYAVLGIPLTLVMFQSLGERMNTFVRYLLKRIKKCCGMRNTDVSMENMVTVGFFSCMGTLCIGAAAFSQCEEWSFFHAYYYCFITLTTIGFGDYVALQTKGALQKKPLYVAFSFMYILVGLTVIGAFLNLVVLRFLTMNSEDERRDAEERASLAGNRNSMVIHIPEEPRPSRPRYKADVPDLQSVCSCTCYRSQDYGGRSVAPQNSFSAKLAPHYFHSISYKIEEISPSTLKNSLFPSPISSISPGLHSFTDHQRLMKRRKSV
# SKKanGAS inh: inhibitors of SKKanGAS S. pyogenes growth in kanamycin (SK-promoter or general growth effect); BacTiter-Glo, 6 h; inhibition, % at 7.5 µM; 300,000 compounds, 1.3% hits;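 active = mean replicate score, as percent of positive control median, at least 50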;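 note: strain carries kanamycin resistance gene driven by streptokinase promoter and grows in 40 µg/ml kanamycin; loss of luminescence reflects streptokinase promoter inhibition or plain growth inhibition; 0% = median of DMSO wells and 100% = positive control at its reference dose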
# KCNK3 block: human KCNK3 channel inhibition, primary screen; O14649; CHO-KCNK3 thallium flux, FluxOR fluorescence; stronger effect = lower value; B-score at 10 µM; 340,000 compounds, 0.84% hits;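 active = B-score under library mean minus 4 SD, starting fluorescence ratio at most library mean plus 5 SD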;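 note: more negative B-score means stronger inhibition of thallium flux through KCNK3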
# Target sequence (O14649 whole entry, looked up): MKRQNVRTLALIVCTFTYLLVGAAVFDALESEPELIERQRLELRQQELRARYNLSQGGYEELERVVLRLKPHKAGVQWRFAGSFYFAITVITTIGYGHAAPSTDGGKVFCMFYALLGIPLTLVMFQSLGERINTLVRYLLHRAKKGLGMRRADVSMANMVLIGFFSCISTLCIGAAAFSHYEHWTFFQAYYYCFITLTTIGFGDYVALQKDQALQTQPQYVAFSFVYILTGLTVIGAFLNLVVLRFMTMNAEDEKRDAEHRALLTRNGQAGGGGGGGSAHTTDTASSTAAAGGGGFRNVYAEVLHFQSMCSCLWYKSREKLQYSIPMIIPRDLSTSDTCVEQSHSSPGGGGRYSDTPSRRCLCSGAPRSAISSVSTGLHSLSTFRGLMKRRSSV
# TMEM16A act: activators or potentiators of mouse TMEM16A chloride channel; AID 623877; Q8BHY3; HEK293 TMEM16A/YFP-H148Q/I152L, iodide quench fluorescence; stronger effect = lower value; B-score at 10 µM; 340,000 compounds, 0.3% hits;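 active = fluorescence-ratio B-score plate-corrected deviation score at least 3 library SD below zero, with starting fluorescence score within 5 deviations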;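 note: channel opened by trigger with iodide after compound preincubation; score built on the fluorescence ratio of max minus min over baseline; more negative score means more quench and so TMEM16A activation or potentiation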
# RGS4 pot: RGS4 potentiation or activation; B-score at 10 µM; 310,000 compounds, 0.92% hits; HEK293 M3R/inducible RGS4, carbachol calcium flux Fluo4; stronger effect = lower value;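 active = B-score of the integrated calcium signal more than 4 SD below the library mean, with starting fluorescence not abnormally high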;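 note: negative B-score means reduced calcium response which marks RGS4 activation or potentiation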
#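 Detection: kinetic calcium fluorescence imaging with Fluo4-AM dye, 2 µM / Material: HEK293 cells with stable M3R and inducible RGS4 / Schedule: recording 10 s baseline at 1 Hz, 100 s post-agonist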
# Starred values were filed as active, the others as inactive; i = inactive; / = no result given.
SMILES,ANO1 block,hERG protect,RGS4 block,KCNQ1 inh,KCNQ1 act,HDAC3 inhib,KCNK9 block,SKKanGAS inh,KCNK3 block,TMEM16A act,RGS4 pot
Cc1cc(C(=O)N/N=C/C=C/c2ccc([N+](=O)[O-])cc2)n[nH]1,i,-7,i,i,i,14,i,-4,i,i,i
CC(C)CCNC(=S)Nc1ccc(Br)cc1,i,-14,i,i,i,/,i,11,i,i,i
Cc1cc(C)n2nc(-c3ccsc3-n3c(C)ccc3C)cc2n1,i,-10,i,i,i,-5,i,0,i,i,i
CSc1nc2ccccc2c(=O)n1Cc1ccc(F)cc1,i,-12,i,i,i,4,i,19,i,i,i
CCN(C(=O)COC(=O)c1ccc(COc2ccc3c(C)cc(=O)oc3c2)cc1)C1CCS(=O)(=O)C1 (stereo not drawn),i,-14,i,i,i,-21,i,-1,i,i,i
COc1ccc(N(CC(=O)NC2CCCC2)C(=O)CCC(=O)Nc2nc(C)cs2)cc1OC,i,-8,i,i,i,-4,i,/,i,i,i
CCCCc1nnc(NC(=O)CSc2nc(O)c(Cc3ccccc3)c(=O)[nH]2)s1,i,-6,i,i,i,-2,i,4,i,i,i
CCCOc1ccc(-c2c(C(=O)N/N=C/c3cccs3)nnn2-c2nonc2N)cc1,i,-5,i,i,i,3,i,3,i,i,i
CCNC(=O)CC1C(=O)N(CC)C(=S)N1NC(=O)c1cccnc1 (stereo not drawn),i,-10,i,i,i,6,i,5,i,i,i
CCc1ccc(NC(=O)Cn2cnc([N+](=O)[O-])c2)cc1,i,-6,i,i,i,2,i,6,i,i,i
COc1ccc(C(=O)CC(=O)C(=O)Nc2cc(C)ccc2C)cc1,i,-2,i,i,i,11,i,3,i,i,i
CC(C)OC(=O)CSc1nnc(SCc2cccc3ccccc23)s1,i,-5,i,i,i,-1,i,1,i,i,i
CC(=O)Nc1cccc(C(=O)Nc2cccc3ncccc23)c1,i,-6,i,i,i,8,i,2,i,i,i
CC(C)NC(=O)C1CCCN(S(=O)(=O)c2cccc3nonc23)C1 (stereo not drawn),i,-5,i,i,i,2,i,1,i,i,i
COc1cc2c(cc1OC)-c1cc(NCc3ccccn3)nc(=O)n1CC2,i,-10,i,i,i,-2,i,4,i,i,i
CCOC(=O)Nc1sc(C)c(C)c1C(N)=O,i,-6,i,i,i,-7,i,-8,i,i,i
COCCN(C(=O)COC(=O)/C=C/c1nc2ccccc2s1)c1c(N)n(Cc2ccccc2)c(=O)[nH]c1=O,i,-9,i,i,i,/,i,16,i,i,i
Cc1cc(S(=O)(=O)NC(C)C)ccc1OCC(=O)N1CCOCC1,i,-12,i,i,i,5,i,-2,i,i,i
Cc1cccc(NC(=O)Nc2cnccn2)c1,i,-7,i,i,i,0,i,-9,i,i,i
Cc1onc(-c2c(F)cccc2Cl)c1C(=O)NC(C)c1ccccc1 (stereo not drawn),i,-2,i,i,i,0,i,7,i,i,i
O=C(Cc1ccccc1)c1ccc(Cl)cc1,i,-7,i,i,i,1,i,16,i,i,i
COc1cc2c(cc1OC)C(CC#N)=NC(C)(C)C2,i,-3,i,i,i,1,i,3,i,i,i
CCOCCCn1c(=S)[nH]c2cc(C(=O)NCCOC)ccc2c1=O,i,-1,i,i,i,-5,i,-7,i,i,i
CCOc1ccc(N2C(=O)S/C(=C\c3cc(OC)c(OC)c(OC)c3)C2=O)cc1,i,-6,i,i,i,-10,i,-2,i,i,i
CCCc1nnc(NC(=O)c2c(O)c3c([nH]c2=O)CCCC3)s1,i,-11,i,i,i,-1,i,4,i,i,i
# Next section.
SMILES,ANO1 block,hERG protect,RGS4 block,KCNQ1 inh,KCNQ1 act,HDAC3 inhib,KCNK9 block,SKKanGAS inh,KCNK3 block,TMEM16A act,RGS4 pot
COc1ccc(NCc2nc3ccccc3n2CCOc2ccc(C)cc2)cc1,i,0,i,i,i,/,-11*,12,i,i,i
Cc1ccc(C2CC(c3cccs3)n3nc(N)nc3N2)cc1 (stereo not drawn),i,-12,i,i,i,-9,i,7,i,i,i
C/C=C/C=[N+](\[O-])C(C)/C(=N/O)c1ccc(F)cc1 (stereo not drawn),i,-11,i,i,i,5,i,0,i,i,i
Oc1ccccc1-c1cc(C(F)(F)C(F)F)nc(-c2ccccc2)n1,i,-6,i,i,i,-1,i,6,i,i,i
Cc1ccc(N2CCN(C(=O)N3CCCC3)CC2)cc1Cl,i,-10,i,i,i,2,i,-7,i,i,i
Cc1cc(C)n(CC(=O)Nc2cccc(C(F)(F)F)c2)n1,i,-10,i,i,i,3,i,-2,i,i,i
CCCc1ccc(C(=O)O/N=C(\N)c2ccccn2)cc1,i,-2,i,i,i,-1,i,15,i,i,i
O=C(O)c1ccc(Cl)c(S(=O)(=O)N2CCC(Cc3ccccc3)CC2)c1,i,-7,i,i,i,1,i,18,i,i,i
O=C(C1=C(O)C(=O)N(CCOCCO)C1c1cccc([N+](=O)[O-])c1)c1cccs1 (stereo not drawn),i,-6,i,i,i,2,i,0,i,i,i
Cc1ccc(N(CC(=O)N2CCOCC2)S(=O)(=O)c2ccccc2)cc1,i,-5,i,i,i,15,i,-9,i,i,i
CCN=C1S/C(=C\c2sccc2C)C(=O)N1CC,i,0,i,i,i,17,i,-12,i,i,i
CN1CCSc2ccc(C(=O)NCc3ccccc3)cc21,i,-10,i,i,i,/,i,-2,i,i,i
CC(=O)Nc1ccc(-c2ccc(NC(C)=O)c(O)c2)cc1O,i,-3,i,i,i,2,i,-3,i,i,i
O=C(Cc1ccccc1)NCC(=O)N/N=C/c1cccs1,i,-10,i,i,i,/,i,-1,i,i,i
CC(C(=O)N1CCOCC1)N1C(=O)c2cccc3cccc(c23)C1=O (stereo not drawn),i,-10,i,i,i,6,i,6,i,i,i
COc1cc(C2(c3ccc(O)c(OC)c3)C(=O)Nc3c(Br)cc(Br)cc32)ccc1O,i,-8,i,i,i,-1,i,4,i,i,i
COc1ccc(C(=O)c2ccc(OC)cc2OC)cc1,i,-3,i,i,i,3,i,1,i,i,i
N#CC(c1ccccc1)c1ccc(=O)[nH]n1 (stereo not drawn),i,-7,i,i,i,-4,i,5,i,i,i
O=c1cc2c(n[nH]1)-c1ccccc1CC2,i,-4,i,i,i,-5,i,-8,i,i,i
COc1ccccc1NC(=S)NCc1ccccc1Cl,i,3,i,i,i,5,i,4,i,i,i
O=C(CC1C(=O)NCCN1Cc1cccc(Oc2ccccc2)c1)NCCn1cccn1 (stereo not drawn),i,-3,i,i,i,2,i,3,i,i,i
C[N+]1(CC2COC3(CCCCC3)O2)CCCC1 (stereo not drawn),i,-4,i,i,i,-3,i,3,i,i,i
O=C(Nc1ccccc1)c1cccc(C(=O)Nc2ccccc2)n1,i,-8,i,i,i,/,i,-3,i,i,i
COc1ccc(C(=O)C2CCCN(C(=O)Cc3c(C)noc3C)C2)cc1OC (stereo not drawn),i,-5,i,i,i,-3,i,3,i,i,i
COc1ccc(S(=O)(=O)Nc2cccc(-c3ccc(N4CCCCCC4)nn3)c2)c(OC)c1,i,-3,i,i,i,-3,i,-7,i,i,i

# The final 2 entries of the part before are carried over, then new ones follow:
SMILES,ANO1 block,hERG protect,RGS4 block,KCNQ1 inh,KCNQ1 act,HDAC3 inhib,KCNK9 block,SKKanGAS inh,KCNK3 block,TMEM16A act,RGS4 pot
COc1ccc(C(=O)C2CCCN(C(=O)Cc3c(C)noc3C)C2)cc1OC (stereo not drawn),i,-5,i,i,i,-3,i,3,i,i,i
COc1ccc(S(=O)(=O)Nc2cccc(-c3ccc(N4CCCCCC4)nn3)c2)c(OC)c1,i,-3,i,i,i,-3,i,-7,i,i,i
Cc1cc(C)n2nc(C(=O)Nc3ccc4c(c3)OCO4)cc2n1,i,-12,i,i,i,-4,i,-1,i,i,i
C/C=C(/C)C(=O)OC1c2c(ccc3ccc(=O)oc23)OC(C)(C)C1OC(C)=O (stereo not drawn),i,-6,i,i,i,3,i,3,i,i,i
CCOC(=O)c1sc(NC(=O)CSc2nccn2C)nc1C,i,-5,i,i,i,-6,i,-7,i,i,i
CCN(CC)CCN(C(=O)c1cc2ccccc2cc1OC)c1nc2ccc(OC)cc2s1,i,-22,i,9*,i,7,i,-5,i,i,i
COC(=O)c1ccc(NC(=S)NCCc2ccc(OC)cc2)cc1,i,-18,i,i,i,3,i,0,i,i,i
Cc1nnc(SCC(=O)N2CCN(c3ccccc3)CC2)n1-c1ccccc1,i,-6,i,i,i,5,i,-1,i,i,i
NC(=O)CSc1nnc(NC(=O)c2ccc3ccccc3c2)s1,i,-4,i,i,i,-5,i,-11,i,i,i
Cc1c(NC(=O)Nc2ccc3c(c2)OCO3)c(=O)n(-c2ccccc2)n1C,i,-8,i,i,i,-2,i,-1,i,i,i
COc1ccc(C)cc1N(C(=O)COc1ccccc1)c1nc2ccccc2s1,i,-8,i,i,i,-2,i,6,i,i,i
COc1ccccc1C(=O)c1cc2ccc(O)cc2oc1=O,i,-10,i,i,i,7,i,2,i,i,i
O=S(=O)(CCc1nc2ccccc2s1)c1ccc(Cl)cc1,i,-1,i,i,i,-6,i,4,i,i,i
CCN1CCC(NC(=O)Nc2cc(Cl)ccc2OC)CC1,i,-12,i,i,i,-2,i,1,i,i,i
CCC1CCCCN1CCCNC(=O)c1csc2c1CCCCC2 (stereo not drawn),i,-8,i,i,i,7,i,3,i,i,i
O=C(CN(Cc1ccccc1F)C(=O)Cn1nnc(-c2cccs2)n1)NC1CCCCC1,i,-17,i,i,i,-3,i,-6,i,i,i
CCCCCCCCn1c(=O)c(C(=O)OCC)c(O)c2ccccc21,i,-9,i,i,i,-7,i,40,i,i,i
CC(=O)Nc1ccc(-c2csc(NC(=O)C3CCN(S(=O)(=O)c4cccs4)CC3)n2)cc1,i,-10,i,i,i,-4,i,12,i,i,i
CC1Sc2ccc(S(=O)(=O)NCCc3ccc(S(N)(=O)=O)cc3)cc2NC1=O (stereo not drawn),i,-4,i,i,i,6,i,5,i,i,i
O=C(NNS(=O)(=O)c1ccccc1)c1ccc(F)cc1,i,-7,i,i,i,-1,i,7,i,i,i
CS(=O)(=O)Nc1ccc(C(=O)Nc2ccccc2-c2ccccc2)cc1,i,-7,i,i,i,-4,i,0,i,i,i
Cc1c(NC(=O)C2(c3ccccc3)CCCC2)c(=O)n(-c2ccccc2)n1C,i,-11,i,i,i,1,i,-1,i,i,i
